KB-3-1 tox: kills parental KB-3-1 adenocarcinoma cells | Potency, µM (doses to about 46.1 µM), for inactives: at the top dose activity change, negative = cytotoxic, most hits filed as cytotoxic | AID 1347075 | KB-3-1 viability, CellTiter-Glo ATP luminescence, 72 h | actives 1.4% (n = 400,000); further: potency means the concentration at half of the fitted maximal effect; on the % scale 0 is the no-effect control and ±100 the full control effect; nearly all actives have a fitted effect of over 60% in size
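Here the drug-naive KB-3-1 line serves as comparator for MDR sub-line selectivity; cells received compound titrations, 72 h at 37 °C, then CellTiter-Glo readout.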
HT1080 IDH1KD tx: HT-1080 IDH1 knockdown cell toxicity (counter line) | Potency, µM (top dose mostly 46.1 µM), for the others: at the highest dose activity, negative = toxicity, hits mostly cytotoxic | HT-1080 IDH1 knockdown viability, ATP luminescence, 48 h | actives 2% (n = 360,000) | AID 686971;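 further: potency means the concentration at half of the fitted maximal effect; 0% = DMSO wells and -100% = cell-free medium wells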
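Cytotoxicity counter-line: IDH1KD HT-1080, 48 h, CellTiter-Glo. Curves classed by r2, magnitude and activity.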
ATXN viability: reduces viability in counter-screen for ATXN expression inhibitors; S2 cells (HEK-293 line with an ATXN2-luciferase reporter) viability, CellTiter-Fluor protease fluorescence, 24 h; Potency, µM (doses to about 56.7 µM), usual class: cytotoxic; actives 0.49% (n = 400,000); further: potency means the concentration at half of the fitted maximal effect; nearly all actives have a fitted effect of over 40% in size
KB-V1 cytotox: KB-V1 MDR subline cytotoxicity | actives 3.4% (n = 400,000) | AID 1347076 | KB-V1 MDR cells viability, CellTiter-Glo, 72 h | Potency, µM (doses to about 46.1 µM), without a hit: top-dose activity change, negative = cytotoxicity, usual class: cytotoxic; further: potency means the concentration at half of the fitted maximal effect; on the % scale 0 is the no-effect control and ±100 the full control effect; nearly all actives have a fitted effect of over 60% in size
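Potencies derive from concentration-effect curves fitted to normalized luminescence (CellTiter-Glo) of KB-V1 cells treated for 72 h at 37 degrees C in phenol-red-free DMEM containing 10% FBS.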
ATXN2 expr inh: reduces ATXN2 reporter expression in HEK-293 cells; HEK-293 ATXN2-luciferase reporter, luminescence, 24 h; Potency, µM (series often up to 57 µM), inactives show at the top dose activity change, negative = inhibition, hits mostly inhibitors; actives 0.72% (n = 360,000); AID 1745845; further: potency means the concentration at half of the fitted maximal effect; on the % scale 0 is the no-effect control and ±100 the full control effect; nearly all actives have a fitted effect of over 55% in size
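ATXN2-luciferase reporter cells (luciferase flanked by upstream and downstream ATXN2 gene portions) were treated 24 h at 37 °C with compounds at up to 57 uM. SteadyGlo luminescence gave expression; GF-AFC fluorescence gave viability.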
IL1B secr inh: inhibitors of inflammasome signaling (IL-1 beta secretion); actives 4.7% (n = 360,000); THP-1 LPS/ATP IL-1B secretion, AlphaLISA, 16 h; hits give low values; activity change, % at 57.5 µM; in the data active means activity change below about -50%; inconclusive means mostly about -30% to -49%; further: on the % scale 0 is the no-effect control and ±100 the full control effect
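Secreted IL-1B measured by AlphaLISA bead assay after 16 h compound exposure of THP-1 cells; compounds (final up to 57.5 uM) added 1 h before LPS (250 ng/mL) and ATP (1.25 mM) stimulation; lower signal means less secretion.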
SW480 rerep: induces DNA re-replication in SW480 colon adenocarcinoma cells; SW480 DNA re-replication, Hoechst DNA content imaging, 48 h; Potency, µM (highest dose often 46.1 µM), without a hit: at the highest dose re-replication activation, actives largely listed as activators; actives 1.8% (n = 340,000); AID 624297; further: potency means the concentration at half of the fitted maximal effect; % of control where 0% means no effect; nearly all actives have a fitted effect of over 55% in size
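Image-based read-out: total Hoechst fluorescence of nuclei (405 nm excitation, 500-530 nm emission), with hits raising the fraction of high-intensity nuclei. SW480 colon cells incubated 48 hr with compounds at 37 C.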
HT1080NT lethal: kills 2HG-producing HT-1080-NT fibrosarcoma cells; HT-1080-NT fibrosarcoma viability, CellTiter-Glo ATP luminescence, 48 h; Potency, µM (series often up to 46.1 µM), without a hit: at the top dose activity, negative = less viability, usual class: cytotoxic; actives 1.6% (n = 360,000); AID 686970;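 further: NT is the 2HG producing partner of a matched IDH1 knockdown line; potency means the concentration at half of the fitted maximal effect; 0% = DMSO-treated cells and -100% = media-only wells without cells; nearly all actives have a fitted effect of over 55% in size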
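Read-out is CellTiter-Glo luminescence after 10 minutes at room temperature, following 48 hours' compound treatment of HT-1080-NT cells (750 cells/well, RPMI, 5% FBS, 37 degrees C).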
MCF10A rereplic: DNA re-replication induction in MCF 10a cells; MCF 10A DNA re-replication, Hoechst nuclear intensity, 48 h; Potency, µM (titrated, usually from 46.1 µM), without a hit: at the highest dose activity, positive = re-replication, usual class: activators; actives 2.9% (n = 350,000); further: potency means the concentration at half of the fitted maximal effect; % of control where 0% means no effect; nearly all actives have a fitted effect of over 50% in size
* = called active by the depositor; i = inactive; ? = inconclusive; / = no result given; [ ] = remark or other dose. Unless noted, the call rests on the fitted dose curve; in most records, active means well fitted curve in the direction sought with a large enough effect; inconclusive means small, poorly fitted or top-dose-only effect, or another doubt; inactive means no such curve, though single readings can be large; an effect the other way counts as inactive or inconclusive.

Results follow in this order: KB-3-1 tox	HT1080 IDH1KD tx	ATXN viability	KB-V1 cytotox	ATXN2 expr inh	IL1B secr inh	SW480 rerep	HT1080NT lethal	MCF10A rereplic
1	O=C(O)C1=C[C@@H](c2csc3ccccc23)C[C@@H](OCc2ccc(CO)cc2)O1
  -6%	0%	i	-17%	-8%	-4	-2%	2%	-12%
2	CC(=O)c1ccc(NC(=O)c2ccc(N3CCCC3=O)cc2)cc1
  1%	4%	i	0%	5%	0	-10%	10%	-5%
3	COC(=O)C1=C(C)C(c2cccs2)NC(=O)N1C (stereo not given)
  11%	11%	i	24%	10%	3	-2%	11%	-15%
4	O=C(CCS(=O)(=O)c1cccc2nonc12)NCCc1ccccc1Cl
  13%	2%	i	-2%	8%	14	-9%	5%	0%
5	COc1ccc(SC[C@H](Cc2ccccc2)N2CCN(CCc3ccccc3)CCC2=O)cc1
  ?	-12%	?	?	?	-8	9%	-19%	?
6	CCC1(c2ccc(Cl)cc2)NC(=O)N(CC(=O)N2CCN(C(=O)c3ccco3)CC2)C1=O (stereo not given)
  1%	7%	i	6%	5%	2	-8%	12%	-2%
7	Cc1nnc(SCC(=O)N2CCOCC2)s1
  3%	0%	i	6%	-5%	25	-11%	-2%	-2%
8	N/C(=N\OC(=O)c1ccc2ccccc2c1)c1ccc(Br)cc1
  10%	?	?	-9%	8%	13	-3%	29%	9%
9	Cc1c(C)c2cc(Cl)c(O)c(CN3CCCC(C)C3)c2oc1=O (stereo not given)
  -9%	0%	/	?	0%	41	-4%	-3%	-4%
10	O=C(OCc1c(F)cccc1Cl)c1cnccn1
  -2%	9%	i	6%	?	24	-1%	8%	-2%

Remaining list, next part.
Results follow in this order: KB-3-1 tox	HT1080 IDH1KD tx	ATXN viability	KB-V1 cytotox	ATXN2 expr inh	IL1B secr inh	SW480 rerep	HT1080NT lethal	MCF10A rereplic
11	CC(=O)Nc1ccc(S(=O)(=O)NCC(CCC(=O)O)C(F)(F)F)cc1 (stereo not given)
  2%	17%	i	1%	15%	35	-3%	19%	3%
12	COC(=O)COc1ccc(S(=O)(=O)N2CCc3ccccc3C2)cc1
  -3%	5%	i	2%	-1%	16	14%	-4%	?
13	c1ccc(Cn2nnnc2CN2CCN(Cc3ccc4c(c3)OCO4)CC2)cc1
  -11%	0%	i	?	-3%	-13	7%	-1%	?
14	CCOC(=O)c1ccccc1N/C=C1\CCCCC1=O
  -5%	-15%	i	?	-4%	12	-10%	0%	1%
15	CCn1c2ccccc2c2cc(NC(=O)COC(=O)c3cc(S(=O)(=O)N4CCCCC4)ccc3Cl)ccc21
  9%	-3%	i	-20%	?	0	-8%	-3%	3%
16	CC(C)N(C(=O)COC(=O)CNC(=O)c1ccc(Br)cc1)c1ccccc1
  14%	0%	i	0%	3%	2	-2%	9%	-7%
17	O=C1CSC(c2ccc(Cl)c(Cl)c2)N1c1nccs1 (stereo not given)
  -1%	-10%	i	-5%	-22%	16	2%	-5%	?
18	CCn1ccnc1CN1CCC(n2nccc2NC(=O)c2ccccc2OC)CC1
  14%	2%	i	5%	3%	23	-10%	24%	1%
19	CC(NC(=O)CN(C)CC(=O)Nc1ccc(Cl)cc1)c1ccc(F)cc1 (stereo not given)
  -27%	-17%	i	23%	?	?	5%	-4%	8%
20	CCCCCC(=O)Nc1ccc(S(=O)(=O)Nc2nccnc2OC)cc1
  -12%	-2%	i	-10%	-6%	33	-11%	6%	-7%

Ordered by molecular weight (ascending): 4 of the compounds above.
Results follow in this order: KB-3-1 tox	HT1080 IDH1KD tx	ATXN viability	KB-V1 cytotox	ATXN2 expr inh	IL1B secr inh	SW480 rerep	HT1080NT lethal	MCF10A rereplic
3	COC(=O)C1=C(C)C(c2cccs2)NC(=O)N1C (stereo not given)
  11%	11%	i	24%	10%	3	-2%	11%	-15%
9	Cc1c(C)c2cc(Cl)c(O)c(CN3CCCC(C)C3)c2oc1=O (stereo not given)
  -9%	0%	/	?	0%	41	-4%	-3%	-4%
11	CC(=O)Nc1ccc(S(=O)(=O)NCC(CCC(=O)O)C(F)(F)F)cc1 (stereo not given)
  2%	17%	i	1%	15%	35	-3%	19%	3%
15	CCn1c2ccccc2c2cc(NC(=O)COC(=O)c3cc(S(=O)(=O)N4CCCCC4)ccc3Cl)ccc21
  9%	-3%	i	-20%	?	0	-8%	-3%	3%

The list goes on.
Results follow in this order: KB-3-1 tox	HT1080 IDH1KD tx	ATXN viability	KB-V1 cytotox	ATXN2 expr inh	IL1B secr inh	SW480 rerep	HT1080NT lethal	MCF10A rereplic
21	Cc1cc(=O)[nH]c(-c2ccccc2OC(F)(F)F)n1
  2%	20%	i	5%	/	7	-5%	-3%	0%
22	O=C(CCN1C(=O)c2ccccc2S1(=O)=O)NCc1ccc(F)cc1
  10%	-8%	i	-13%	2%	4	-3%	-5%	0%
23	O=C(CNCc1ccc(Cl)cc1)N1CCc2ccccc2C1
  5%	14%	i	8%	6%	-20	-13%	11%	-1%
24	O=C(NNC(=O)c1ccccc1F)c1ccc(Cl)c(S(=O)(=O)N2CCOCC2)c1
  25%	1%	i	5%	-7%	0	-7%	-10%	-1%
25	CCOC(=O)CN1C(=O)C(Sc2n[nH]c(-c3ccccc3)n2)CCc2ccccc21 (stereo not given)
  -18%	-3%[9.24 µM]	i	?	-8%	?	-1%	?	22%
26	COc1ccc(NC(=O)c2cc3cc(C)ccc3n2C)c(OC)c1
  -14%	14%	i	?	-12%	6	0%	28%	15%
27	CCCN(CC(=O)Nc1ccc(OC)c(OC)c1)CC(=O)Nc1ccc(F)c(F)c1F
  8%	-11%	i	?	-17%	9	?	-13%	3%
28	COc1cccc(N(CC(=O)NC2CCCCCC2)S(=O)(=O)c2ccccc2)c1
  0%	1%	i	?	6%	4	3%	5%	4%
29	O=C(O)CN1C(=O)c2ccc(Oc3cccc4c3C(=O)N(CC(=O)O)C4=O)cc2C1=O
  18%	13%	i	5%	-2%	4	0%	9%	-3%
30	Nc1sccc1C(=O)NCc1ccccc1
  14%	-21%	/	-1%	/	7	/	-15%	/

The results go on.
Results follow in this order: KB-3-1 tox	HT1080 IDH1KD tx	ATXN viability	KB-V1 cytotox	ATXN2 expr inh	IL1B secr inh	SW480 rerep	HT1080NT lethal	MCF10A rereplic
31	O=C(CNS(=O)(=O)c1ccc(F)c(Cl)c1)NCCc1ccccc1
  0%	-1%	i	0%	-22%	1	0%	0%	0%
32	O=C(NC(CO)C(=O)OCc1ccccc1)OCc1ccccc1 (stereo not given)
  -3%	17%	i	6%	6%	-9	-7%	7%	1%
33	COc1ccc(CSCCc2n[nH]c(=S)n2-c2ccccc2)cc1C
  -7%	0%	i	-14%	-18%	31	-7%	8%	12%
34	CCSc1nnc(NC(=O)/C=C/c2ccco2)s1
  7%	-15%	?	0%	/	10	0%	-2%	-8%
35	O=C(Nc1ccc(Cl)cc1C(=O)NCC1CCCO1)c1ccc(Cl)cc1Cl (stereo not given)
  -2%	5%	i	10µM*	-13%	-5	-63%[inhibitor]	2%	?
36	O=C(Nc1ccc2nccnc2c1)c1cnccn1
  12%	11%	?	-2%	9%	-3	-11%[9.22 µM]	12%	-10%
37	Cc1cc(NC(=O)CN2C(=O)NC(C)(c3ccc(Cl)cc3Cl)C2=O)no1 (stereo not given)
  0%	-17%	i	-1%	84%[activator]	50	-7%	-21%	1%
38	C[C@H](NC(=O)c1cc2c(cn1)[nH]c1ccccc12)C(=O)O
  5%	3%	i	-8%	-8%	13	5%	8%	-3%
39	NC(=O)c1cc(-c2cccnc2)nc2ccc(Br)cc12
  ?	23%	i	20%	0%	0	?	27%	0%
40	CC(=O)c1c(N2CCOCC2)nc(=S)n(Cc2ccccc2)c1C
  1%	2%	i	?	-5%	31	-1%	0%	-6%

The results go on.
Results follow in this order: KB-3-1 tox	HT1080 IDH1KD tx	ATXN viability	KB-V1 cytotox	ATXN2 expr inh	IL1B secr inh	SW480 rerep	HT1080NT lethal	MCF10A rereplic
41	COc1ccc(CN(C(=O)CN2C(=O)c3ccccc3S2(=O)=O)C(C(=O)NCC2CCCO2)c2ccco2)cc1 (stereo not given)
  -2%	12%	i	-11%	-11%	-8	-8%	13%	10%
42	CCOC(=O)c1ccc(N=c2scc(C)n2CC)cc1
  0%	?	i	0%	31%	-13	7%	-21%	14%
43	O=C(O)c1ccccc1-c1nc2ccccc2c(=O)n1O
  11%	16%	i	8%	1%	-2	16%	0%	-28%
44	Cc1ccccc1Nc1nc(N)nc(COC(=O)c2ccc3c(c2)OCCO3)n1
  1%	0%	?	0%	/	-13	/	4%	/
45	CC/C=C/C(=O)N1CC2(CC(c3cccc(NC(=O)COc4ccc(Cl)cc4)c3)=NO2)C[C@H]1C(N)=O (stereo not given in full)
  -10%	-2%	i	-1%	-18%	?	2%[9.22 µM]	0%	?
46	CCOC(=O)C1=CCC(c2cccc(Cl)c2)N(S(=O)(=O)c2ccc(C)cc2)C1 (stereo not given)
  -1%	?	i	?	11%	34	/	-18%	/
47	Cc1ccccc1C(=O)Nc1cccc(-c2nnc(SCC(=O)O)n2C)c1
  11%	7%	i	?	-1%	13	-8%	13%	1%
48	CCc1ccc2[nH]c3nc(SCC(=O)NCC4CCCO4)nnc3c2c1 (stereo not given)
  -16%	3%	i	?	-20%	59	-9%	11%	9%
49	CCCCN(CC)CCNC(=O)C1CCCN(c2ncnc3onc(C)c23)C1 (stereo not given)
  -3%	/	i	18%	1%	/	/	/	/
50	O=S(=O)(NCc1ccncc1)c1ccc(S(=O)(=O)NCC2CCCO2)cc1 (stereo not given)
  23µM*	9%	i	-4%	-21%	-5	19%	0%	6.5µM*
51	O=C1CC(c2ccccc2)CC2=C1C=Nc1ccccc1N2 (stereo not given)
  ?	?	i	?	?	-97*	15µM*	?	18µM*
52	Cc1nnc(NC(=O)C(C)Sc2nnc(CCNC(=O)c3ccccc3F)n2C)s1 (stereo not given)
  4%	-2%	i	15%	9%	17	-27%	3%	-26%
53	COc1ccc(CCNC(=O)c2ccc3c(=O)n(Cc4ccco4)c(=S)[nH]c3c2)cc1OC
  5%	0%	i	8%	-22%	4	1%[9.22 µM]	-2%	?

Screens as filed in PubChem BioAssay.
